# PREPL inh = PREPL enzyme inhibitors, primary screen, biochemical, fluorescence polarization; recombinant PREPL, fluorescence polarization activity-based probe; inhibition, % at 5.96 µM; AID 2751, 2010; 0.68% of 320,000 active; in the data active means inhibition above about 43%;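 further: 0% = enzyme with DMSO and 100% = wells lacking enzyme; many of its hits are not listed in these tables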
# LYPLA1 inh = LYPLA1 inhibitors, primary screen, counter-screen for PME1 inhibitor project, biochemical, fluorescence polarization, FP-Rh probe ABPP; Acyl-protein thioesterase 1 (Homo sapiens), O75608; recombinant LYPLA1; inhibition, % at 5.9 µM; 0.16% of 320,000 active; AID 2174, 2009;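 active means inhibition above the mean of all tested compounds plus 3 SD, set per campaign, cut at about 14% in these data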;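 further: inhibitors block serine hydrolase probe labeling of LYPLA1 so polarization falls; 0% = enzyme with DMSO and 100% = wells lacking LYPLA1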
# Target sequence (O75608 whole entry, looked up): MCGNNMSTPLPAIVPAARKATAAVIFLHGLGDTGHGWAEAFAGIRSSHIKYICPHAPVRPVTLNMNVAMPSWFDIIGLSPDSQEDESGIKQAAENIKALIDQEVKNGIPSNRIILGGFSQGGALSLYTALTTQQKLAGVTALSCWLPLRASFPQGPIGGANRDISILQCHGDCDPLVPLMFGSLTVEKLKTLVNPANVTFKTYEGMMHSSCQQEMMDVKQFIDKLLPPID
# PAD4 inh = human PAD4 inhibitors, primary screen, biochemical, fluorescence polarization, 1536-well format; recombinant PAD4, RCA probe fluorescence polarization; Protein-arginine deiminase type-4 (Homo sapiens), Q9UM07; 0.41% of 330,000 active; inhibition, % at 6.36 µM;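 active means percent inhibition above a cutoff equal to the mean of all tested compounds plus 3 SD, cut at about 15% in these data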;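 further: 0% = PAD4 with RCA probe and DMSO and 100% = probe without PAD4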
# PAFAH1B3 FP inh = PAFAH1B3 enzyme inhibitors, primary screen, biochemical, fluorescence polarization, human. Platelet-activating factor acetylhydrolase IB subunit alpha1 (Homo sapiens), Q15102. recombinant PAFAH1B3, FP-rhodamine probe. inhibition, % at 3.39 µM. 0.28% of 340,000 active. AID 492972, 2010;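 active means inhibition above the screen-wide average of all tested compounds plus 3 SD, cut at about 25% in these data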;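 further: 0% = enzyme with DMSO only and 100% = wells lacking PAFAH1B3 protein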
# Target sequence (Q15102 whole entry, looked up): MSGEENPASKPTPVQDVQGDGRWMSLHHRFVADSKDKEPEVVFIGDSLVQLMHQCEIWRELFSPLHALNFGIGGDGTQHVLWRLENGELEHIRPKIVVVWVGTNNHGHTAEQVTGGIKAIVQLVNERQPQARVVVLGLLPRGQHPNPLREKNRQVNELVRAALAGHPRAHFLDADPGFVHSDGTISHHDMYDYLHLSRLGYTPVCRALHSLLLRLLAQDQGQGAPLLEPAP
# pPAFAH FP inh = pPAFAH enzyme inhibitors, primary screen, biochemical, fluorescence polarization, human; 1.5% of 330,000 active; AID 463082, 2010; inhibition, % at 3.39 µM; recombinant pPAFAH, FP-rhodamine probe fluorescence polarization; Platelet-activating factor acetylhydrolase (Homo sapiens), Q13093;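 active means inhibition above the mean inhibition across the screen plus 3 SD, cut at about 25% in these data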;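 further: inhibitors block binding of the rhodamine activity-based probe so polarization drops; 0% = enzyme with DMSO and 100% = wells lacking pPAFAH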
# LYPLA2 inh = LYPLA2 inhibitors, primary screen, counter-screen for PME1 inhibitor project, biochemical, fluorescence polarization, FP-Rh probe ABPP; Acyl-protein thioesterase 2 (Homo sapiens), O95372; 0.38% of 320,000 active; recombinant LYPLA2; inhibition, % at 5.9 µM;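 active means inhibition above the screen-wide mean plus 3 SD, limit set per campaign, cut at about 26% in these data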;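 further: 0% = LYPLA2 with DMSO and 100% = wells lacking LYPLA2 enzyme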
# Target sequence (O95372 whole entry, looked up): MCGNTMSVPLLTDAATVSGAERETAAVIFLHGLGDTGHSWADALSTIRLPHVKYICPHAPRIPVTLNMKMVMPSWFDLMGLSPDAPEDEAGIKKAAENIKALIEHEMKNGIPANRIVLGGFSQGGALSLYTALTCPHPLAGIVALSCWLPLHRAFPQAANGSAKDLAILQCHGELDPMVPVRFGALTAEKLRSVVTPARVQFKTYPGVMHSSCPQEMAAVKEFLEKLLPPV
# PAFAH2 FP inh = PAFAH2 enzyme inhibitors, primary screen, biochemical, fluorescence polarization, human. Platelet-activating factor acetylhydrolase 2, cytoplasmic (Homo sapiens), Q99487. recombinant PAFAH2, FP-rhodamine activity probe. inhibition, % at 3.39 µM. 0.99% of 340,000 active;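 active means inhibition above the mean over all tested compounds plus 3 SD, cut at about 30% in these data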;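 further: inhibitors block probe labeling of enzyme so polarization drops; 0% = enzyme with DMSO and 100% = wells lacking PAFAH2 protein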
# GSTO1 counter = inhibitors of recombinant GSTO1, primary screen, counter-screen for RBBP9 inhibitor project, biochemical, fluorescence polarization; Glutathione S-transferase omega-1 (Homo sapiens), P78417; activity-based probe fluorescence polarization; inhibition, % at 5.96 µM; 1.1% of 300,000 active;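 active means inhibition above the campaign mean inhibition plus 3 SD, cut at about 35% in these data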;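 further: 0% = GSTO1-1 with DMSO and 100% = wells lacking GSTO1-1 enzyme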
# PAFAH1B2 inh = PAFAH1B2 enzyme inhibitors, primary screen, biochemical, fluorescence polarization, human. recombinant PAFAH1B2, FP-rhodamine activity probe. 1.2% of 340,000 active. inhibition, % at 3.39 µM. AID 492953, 2010;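 active means inhibition above the mean of all tested compounds plus 3 SD, cut at about 24% in these data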;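 further: 0% = enzyme with DMSO and 100% = wells lacking PAFAH1B2; many of its hits are not listed in these tables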
# Target sequence (P68402 whole entry, looked up): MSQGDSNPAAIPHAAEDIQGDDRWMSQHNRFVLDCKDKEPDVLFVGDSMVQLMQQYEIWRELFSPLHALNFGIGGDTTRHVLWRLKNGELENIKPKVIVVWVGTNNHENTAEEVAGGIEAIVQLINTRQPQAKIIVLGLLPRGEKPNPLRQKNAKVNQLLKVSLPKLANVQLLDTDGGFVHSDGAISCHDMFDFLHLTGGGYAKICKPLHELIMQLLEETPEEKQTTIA
# Active calls of the source: *; · = not tested or not shown; & = joins results of further samples. Some of the compounds tested (hit frequency here may not be typical).
# The first five records as a preview:
SMILES,PREPL inh,LYPLA1 inh,PAD4 inh,PAFAH1B3 FP inh,pPAFAH FP inh,LYPLA2 inh,PAFAH2 FP inh,GSTO1 counter,PAFAH1B2 inh
CCOc1cc(CNCC2CCCN2CC)cc(Cl)c1OC (stereo unspecified),-5,5,-7,0,6,6,-1,4,5
COC(=O)c1ccc(CN2CCCC(C(=O)Nc3ccc(-c4ccn[nH]4)cc3)C2)cc1 (stereo unspecified),-16,-2,-4,-6,-5,1,-5,-1,1
Cc1nc(CN2CCCC2=NC#N)n(-c2ccccc2)n1,-2,-2,-1,5,6,-5,-2,1,1
CCC(=O)Nc1cccc2cccnc12,11,2,-4,2,-1,-3,0,2,10
COc1ccc2nc(SCC(=O)Nc3ccccc3C#N)[nH]c2c1,-1,2,-2,4,6,3,7,2,4

# Results, repeating the preview:
SMILES,PREPL inh,LYPLA1 inh,PAD4 inh,PAFAH1B3 FP inh,pPAFAH FP inh,LYPLA2 inh,PAFAH2 FP inh,GSTO1 counter,PAFAH1B2 inh
CCOc1cc(CNCC2CCCN2CC)cc(Cl)c1OC (stereo unspecified),-5,5,-7,0,6,6,-1,4,5
COC(=O)c1ccc(CN2CCCC(C(=O)Nc3ccc(-c4ccn[nH]4)cc3)C2)cc1 (stereo unspecified),-16,-2,-4,-6,-5,1,-5,-1,1
Cc1nc(CN2CCCC2=NC#N)n(-c2ccccc2)n1,-2,-2,-1,5,6,-5,-2,1,1
CCC(=O)Nc1cccc2cccnc12,11,2,-4,2,-1,-3,0,2,10
COc1ccc2nc(SCC(=O)Nc3ccccc3C#N)[nH]c2c1,-1,2,-2,4,6,3,7,2,4
COc1ccc(OCC(=O)N2N=C(C(F)F)CC2(O)C(F)F)cc1 (stereo unspecified),-4,-6,-1,-4,-1,5,4,2,2
CC(=O)c1nn(-c2cccc(Br)c2)cc1C(=O)c1ccco1,13,1,-3,8,25*,-2,5,1,-4
COc1ccccc1C(=O)Nc1ccnn1C1CCN(Cc2cnn(C)c2C)CC1,-3,-2,0,1,0,-2,-2,1,2
Cc1ccc(-c2csc3nnc(SCC(=O)NCc4ccc5c(c4)OCO5)n23)cc1,-6,2,0,-3,14,3,3,-6,4
COc1ccc(C2c3c(C)nn(-c4ccccc4)c3NC(=O)N2c2ccccc2)cc1 (stereo unspecified),-4,-1,-2,5,-2,-1,8,5,0
COc1ccc(N=Cc2c(O)n(-c3ccc(OC)cc3)c(=O)c3ccccc23)cc1,2,-4,-6,4,3,0,12,0,1
O=S(=O)(c1ccc(=S)[nH]c1)N1CCCCCC1,5,5,-1,6,0,12,3,·,10
Cc1cc(-c2ccccc2)c2c3c(c(-c4ccccc4)n2n1)c(=O)n(C)c(=O)n3C,15,-3,-6,7,-2,-2,6,-3,4
CCN(CC)N=Nc1ccc(S(=O)(=O)Nc2nc(C)cc(C)n2)cc1,9&1,-3&1,-1&0,-5&9,1&8,0&3,0&7,-4&-2,2&3
COC(=O)c1ccc(COC(=O)CNS(=O)(=O)c2ccc(C)cc2)cc1,3,0,-2,4,0,-5,10,4,2
CC(=O)/C(N=Nc1cc2c(c([N+](=O)[O-])c1C)C(C)(C)CC2(C)C)=C(\C)O,8,0,0,·,7,-3,·,4,·
O=C(NC(Cc1ccccc1)C(=O)O)/C(=C\c1ccco1)NC(=O)c1ccccc1Br (stereo unspecified),-1,3,0,2,8,5,1,3,3
Cc1onc(-c2c(Cl)cccc2Cl)c1C(=O)NCc1ccc(S(N)(=O)=O)cc1,6,-2,-6,8,5,0,-3,6,-2
C/C(=N\OC(=O)NC(C)C)c1sc(-c2ccc(Cl)cc2)nc1C,3,-5,-5,9,5,6,-1,-7,-1
CC(=O)Nc1ccccc1OC(C)C(=O)NC(C)c1ccc(F)cc1 (stereo unspecified),2,-4,-9,0,-5,-4,-3,-4,5
Cc1c(C(=O)NC(c2ccccn2)C(F)(F)F)oc2c(F)cccc12 (stereo unspecified),2,0,4,9,0,6,8,4,3
CC1=NN(c2ccc(S(=O)(=O)O)cc2Cl)C(=O)C1,-2,-1,-17,8,-5,1,-3,13,1
CC(C)(C)c1ccc(CS(=O)CC(O)CO)cc1 (stereo unspecified),-2,-1,-2,14,0,7,3,8,8
Cc1occc1-c1nnc(SCC(=O)c2c(N)n(Cc3ccccc3)c(=O)n(C)c2=O)n1C,-8,2,1,3,-2,1,-9,-3,-1
O=C(Cc1ccccc1)NCCS(=O)(=O)N1CCN(c2ccccc2)CC1,-12,3,2,7,5,3,2,0,-2

# Records listed above shown as hits in pPAFAH FP inh.
mol | PREPL inh | PAD4 inh | PAFAH1B3 FP inh | pPAFAH FP inh | PAFAH2 FP inh | PAFAH1B2 inh
CC(=O)c1nn(-c2cccc(Br)c2)cc1C(=O)c1ccco1 | 13 | -3 | 8 | 25* | 5 | -4

# Following part
SMILES,PREPL inh,LYPLA1 inh,PAD4 inh,PAFAH1B3 FP inh,pPAFAH FP inh,LYPLA2 inh,PAFAH2 FP inh,GSTO1 counter,PAFAH1B2 inh
CCCCNCC1C(Oc2ccc(Cl)cc2)C(=O)N1c1ccccc1C (stereo unspecified),-27,0,2,4,-3,-1,-8,5,-2
CCCOc1ccc(Cc2c(Cl)nc(SC)nc2N(C)C)cc1,1,-1,-2,-5,0,-2,0,8,2
CN(CP(=O)(O)CN(C)S(C)(=O)=O)S(C)(=O)=O,-2,1,-3,2,0,0,7,6,1
COc1cccc2cc(C(=O)N3CC(C)OC(C)C3)c(=O)oc12 (stereo unspecified),-3,5,-4,9,0,2,1,1,0
CC(C)N1C(=O)C2C(C(=O)NCc3ccccc3)C3C=CC2(O3)C1C(=O)NC(C)(C)C (stereo unspecified),9,-1,-3,2,1,2,6,-1,3
NC(=O)NC(CC(=O)NCCc1ccc(S(N)(=O)=O)cc1)c1ccc(Cl)cc1 (stereo unspecified),16,2,-2,6,-1,-4,9,5,7
O=c1[nH]c2ccc(Cl)cc2c(-c2ccccc2)c1N1CCOCC1,2,1,-2,5,-1,-2,2,3,-4
COc1ccc(C(=O)/C=C/c2ccc(F)cc2)c(OC(=O)c2ccc([N+](=O)[O-])cc2)c1,-2,-4,1,-7,4,-2,-1,5,4
O=C(COc1cc([N+](=O)[O-])cc2cccnc12)NCCC1=CCCCC1,-37,0,-7,2,0,0,1,7,0
CCCC(=O)N(CCN(C(=O)CCC)c1ccccc1)c1ccccc1,6,-2,-5,7,4,1,6,-6,1
Cc1ccc(-c2nnc3cccc(Cl)n23)cc1,7,3,2,3,0,2,0,8,3
CC(C)[C@@H](NC(=O)OC(C)(C)C)C(=O)NCC1CCC(C(=O)N[C@@H](Cc2ccccc2)C(=O)O)CC1 (stereo partly specified),-1,1,0,4,2,-1,-3,1,5
CC(=O)N(c1ccccc1)c1nc(C)cc(C)c1C#N,0,0,-2,-1,2,2,2,11,6
COc1ccc(C(=O)N2CCN(c3c(C)cccc3C)CC2)cc1OC,1,2,-2,2,-4,3,0,1,-1
CC(Oc1ccc(S(=O)(=O)N2CCCC2)cc1[N+](=O)[O-])C(=O)NC1(C#N)CCCCC1 (stereo unspecified),32,0,-11,7,4,3,-3,·,6
COC(=O)c1ccccc1NC(=O)C1CC(c2ccccc2O)=NO1 (stereo unspecified),-9,-4,-1,3,2,0,2,1,2
COCCn1c(N)c(C(=S)NC(=O)c2cccs2)c(=O)[nH]c1=O,-3,2,-1,7,1,4,-10,-1,4
Nc1ccn(CC(=O)N[C@H](CO)Cc2c[nH]c3ccccc23)c(=O)n1,4,2,0,4,5,11,4,·,8
CCC(C(=O)NCCc1ccccc1)c1ccccc1 (stereo unspecified),-7,0,4,9,0,-2,-4,-2,9
O=C(Cc1c[nH]c2ccccc12)N1CCc2ccccc21,21,-5,-6,2,-1,-7,-7,0,3
CCOC(=O)c1c(NC(=O)c2ccncc2)sc(C)c1C,4,2,1,3,0,7,-1,3,8
CCn1c(Cc2ccccc2)nnc1SCC(=O)N1CCCCC1,5,-2,-11,9,2,3,-7,8,-2
Cc1ccccc1Nc1nnc(SCc2cc(=O)n3ccsc3n2)s1,24,-2,-6,6,2,10,-2,-3,4
CCCCCNC(=O)C1CC=CCC1C(=O)O (stereo unspecified),10,2,-4,9,0,0,4,2,9
COc1ccc(NC(=O)CSc2nnc(NC(=O)CN3CCOCC3)s2)cc1,0,0,-2,6,0,-7,2,-7,-5
# (cont.)
SMILES,PREPL inh,LYPLA1 inh,PAD4 inh,PAFAH1B3 FP inh,pPAFAH FP inh,LYPLA2 inh,PAFAH2 FP inh,GSTO1 counter,PAFAH1B2 inh
CCN(Cc1ccccc1)S(=O)(=O)c1ccc(S(=O)(=O)N2CCN(CCC#N)CC2)cc1,3,3,1,4,-1,3,-1,3,-1
Cc1c(N=Cc2ccc(-c3ccc(Cl)cc3)o2)c(=O)n(-c2ccccc2)n1C,9,7,6,11,9,3,4,2,6
O=C(COC(=O)c1ccc(S(=O)(=O)N2CCCC2)cc1)Nc1cccc(Br)c1,4,-3,0,9,0,-4,6,·,6
CCc1ccccc1NC(=O)c1cc(C2CC2)on1,0,-3,-2,1,-3,-4,0,-1,1
Cc1cccc(NC(=O)c2sc3nc(-c4ccc(F)cc4)cn3c2C)n1,10,4,7,1,6,-1,-3,2,4
CC(C)=CCN1CCN(Cc2cccn2-c2nccs2)CC1CCO (stereo unspecified),15,0,0,8,-1,3,-1,4,4
Cc1ccccc1-n1c(SCC(=O)Nc2ccc3c(c2)OCO3)nnc1-c1ccccn1,13,1,-9,7,-7,-8,0,-3,6

# A different layout for some results above:
# Order of values – PREPL inh	LYPLA1 inh	PAD4 inh	PAFAH1B3 FP inh	pPAFAH FP inh	LYPLA2 inh	PAFAH2 FP inh	GSTO1 counter	PAFAH1B2 inh
CC(C)=CCN1CCN(Cc2cccn2-c2nccs2)CC1CCO (stereo unspecified)
 : 15	0	0	8	-1	3	-1	4	4
O=C(COC(=O)c1ccc(S(=O)(=O)N2CCCC2)cc1)Nc1cccc(Br)c1
 : 4	-3	0	9	0	-4	6	·	6
Cc1c(N=Cc2ccc(-c3ccc(Cl)cc3)o2)c(=O)n(-c2ccccc2)n1C
 : 9	7	6	11	9	3	4	2	6
Cc1ccccc1-n1c(SCC(=O)Nc2ccc3c(c2)OCO3)nnc1-c1ccccn1
 : 13	1	-9	7	-7	-8	0	-3	6
CCc1ccccc1NC(=O)c1cc(C2CC2)on1
 : 0	-3	-2	1	-3	-4	0	-1	1
Cc1cccc(NC(=O)c2sc3nc(-c4ccc(F)cc4)cn3c2C)n1
 : 10	4	7	1	6	-1	-3	2	4
